TAG inh – triacylglycerol accumulation inhibition. AID 651582. actives 0.66% (n = 230,000). inhibition, % at 12.5 µM. H9c2 cells, Nile Red lipid (TAG) fluorescence; cells loaded with 200 µM oleic acid;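 active = pattern-corrected inhibition of lipid staining of at least 50% with the nuclear-stain viability signal not falling by more than 50%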;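 note: 0% = DMSO wells and 100% = triacsin C control wells; some results filed as inactive read as strong as hits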
TAG inh DAPI viability – further read-out of TAG inh, marked with its call; DAPI nuclei signal change (viability), lower = more cytotoxic, %;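 whole-well DAPI fluorescence read on a plate reader as a viability signal; minus 50 percent equals half of cells still viable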
* = called active by the depositor. A portion of the library; rates above refer to the full screens.

SMILES | TAG inh | TAG inh DAPI viability
COC(=O)c1cccc(NC(=O)CCCN2C(=O)NC3(CCCC3)C2=O)c1 | 0.3 | 9.1
CCC1=C(OC(=O)N(CC)CC)N2C(=O)OC(=NCC(=O)OC)[C@]2(Cc2ccccc2)[C@H]2C1=CC[C@H]1C(=O)N(CC(=O)OC)C(=O)[C@H]12 | 3.8 | -7.5
CN(C(=O)c1ccc(NC(=O)Cc2ccc(NC(=O)C3CCN(C(=O)C4CCCC4)CC3)cc2)cc1)C1CC1 | 10.4 | -6.1
CCCCN1C(=N)N([C@@H](CCC)CN2CCC[C@H]2CN2C(N)=NC[C@@H]2Cc2ccccc2)C[C@H]1[C@H](C)CC | -13.8 | 35.9
Oc1ccc(-c2nc3ccccn3c2NCc2ccco2)cc1 | 18.5 | 2.4
O[C@@H]1Cc2ccccc2O[C@H]1c1ccccc1 | -10.2 | 3.3
CCc1nn2cc(-c3ccccc3)nc2s1 | -27.8 | 11.7
CNc1nc(-c2cccc(C(=O)N(C)C)c2)cn2ccnc12 | 4.9 | 3.1
Cc1c(C(=O)Nc2c(N)nc(SCC(=O)NCC3CCCO3)[nH]c2=O)cccc1[N+](=O)[O-] (configuration not stated) | -7.3 | 6.1
FC(F)C(F)(F)c1cc(-c2ccc(Cl)cc2)n[nH]1 | -11.4 | -0.6
COCCN(Cc1ccccc1)C(=O)c1ccc2c(c1)NC(=O)CS2 | -0.1 | -1.2
O=C(CSc1nc(-c2ccccc2)nc2c1Cc1ccccc1O2)Nc1ccc(C(=O)O)cc1 | -1.9 | -7.3
Cc1sc2nc(CN3CCOCC3)nc(N3CCN(S(=O)(=O)c4ccccc4)CC3)c2c1C | -9.7 | -4.5
C/C(=N\NC(=O)Cc1c[nH]c2ccccc12)c1ccc2ccccc2c1 | 19.0 | -6.8
Cc1nc(-c2ccc(Cl)cc2)sc1C1(C)CC(c2ccc(C#N)cc2)=NO1 (configuration not stated) | 6.7 | -2.3
Cc1onc(-c2ccccc2)c1C(=O)N=C(N)c1ccc(C(F)(F)F)cc1 | 1.7 | 5.2
C=CCn1c(C)csc1=Nc1ccccc1C | -7.7 | 7.7
Cc1cccc(N2CCN(C(=O)C3CCN(S(=O)(=O)c4cnc[nH]4)CC3)CC2)c1C | 13.1 | -6.2
CC(=O)Nc1ncc(Cc2ccc(Cl)cc2Cl)s1 | -1.2 | -6.6
CCC(C)[C@H]1CNCCN1CCCc1cc(OC)c(OC)c(OC)c1 (some centres not stated) | 7.4 | -1.8
Cc1noc(C)c1NC(=O)Nc1cccc2c1O[C@H](CN(C)S(=O)(=O)c1ccccc1)[C@@H](C)CN([C@H](C)CO)C2=O | 4.8 | -1.1
CC(=O)Nc1cc(-c2ccc(C(=O)N3CCOCC3)cc2)cn2c(-c3ccc(C(C)=O)cc3)cnc12 | 1.5 | -3.1
COc1ccc(NC(=O)c2cc3c(-c4ccc(OC)c(OC)c4)nn(C)c3s2)cc1OC | 79.1* | -13.3*
CCn1c(=O)c([N+](=O)[O-])c(NCCc2ccccc2)c2ccccc21 | -26.3 | -1.3
Cc1nnc(Sc2nc3c(c(=O)[nH]c(=O)n3C)n2Cc2ccccc2)s1 | -12.8 | 8.6
O=C(OCC(=O)N1CCN(C(=O)c2ccco2)CC1)c1ccccc1OCc1ccc(Cl)cc1 | -29.9 | -0.2
COC(=O)c1ccc2c(=O)[nH]c(CSc3nc(C)cs3)nc2c1 | 1.4 | 5.5
CCOC(=O)c1cc(C(=O)Nc2sc3c(c2C#N)CCCC3)nn1C | 7.7 | 2.3
CCCc1nn2c(-c3ccccc3)nnc2o1 | -7.1 | 5.9
CN(CC(=O)Nc1ccc(F)c(F)c1F)C(=O)CCCc1nc2ccccc2c(=O)[nH]1 | 11.6 | -2.0
Cc1ccc(-n2c3c(cc(C(=O)NC4CCSC4=O)c2=O)C(=O)CCC3)cc1 (configuration not stated) | 12.2 | -12.9
O=C(Oc1c(Cl)cc(Cl)c2cccnc12)c1cccs1 | 1.7 | -3.2
O=C(Nc1ccc2c(c1)OCO2)C1Cc2c(-c3ccc(Cl)cc3)ccnc2O1 (configuration not stated) | -25.3 | 13.1
Cn1c(N)c(C(=O)COC(=O)C2CC(=O)N(Cc3ccccc3)C2)c(=O)n(C)c1=O (configuration not stated) | 8.3 | 2.5
Cc1cccc(-n2nnnc2SCC(=O)NCC2CCCO2)c1 (configuration not stated) | 5.1 | 2.2
C#CCN1C=C(C(=O)OCC)C(C)N(Cc2ccccc2I)S1(=O)=O (configuration not stated) | -0.1 | -17.7
Cc1ccccc1C(=O)NCC(=O)OCC(=O)NNC(=O)c1ccccc1F | 8.1 | -0.2
O=C(CSc1nc(-c2ccccc2)cs1)Nc1nccs1 | 23.1 | 3.3
COc1cc(C(=O)N/N=C/c2ccc(OC(=O)c3cccc(C)c3)cc2)ccc1O | 12.3 | -9.9
CCN(CC)C(=O)C1=C(C)N(CCCN2CCCC2=O)C(=O)C(CC(=O)NCc2cccc3ccccc23)C1 (configuration not stated) | 3.7 | -6.5
C#Cc1ccc([C@H]2C=C(C(=O)OCC=C)O[C@@H](OCC)[C@@H]2CCCO)cc1 | -14.2 | 13.1
CN(C)c1ccc(/C=N/NC(=O)c2ccc(NC(=O)c3ccccc3)cc2)cc1 | 0.9 | 13.8
COc1nc(Nc2ccc(OC)c(Cl)c2)nc(OC)n1 | -1.8 | 9.2
O=C1CCCN1C(=O)CSc1nnnn1-c1cccc(F)c1 | -17.4 | 12.4
Cc1cc(Nc2ccc(Cl)cc2)n2nnnc2n1 | 8.5 | 9.4
CS(=O)(=O)c1ccc(NC(=O)C2CC(=O)N(c3ccc4c(c3)OCCO4)C2)cc1 (configuration not stated) | -9.5 | 2.8
C=CCN(C(=O)CCC(=O)O)C1CC(=O)N(c2ccc(OC)cc2)C1=O (configuration not stated) | 20.1 | -6.2
COc1cccc(C=NN2CCCCCC2)c1OC | 15.7 | -10.1
COc1ccc(C(O)c2cnc(C)n2Cc2ccccc2)cc1 (configuration not stated) | -1.9 | 0.2
C/C(Cn1cnc([N+](=O)[O-])n1)=N\NC(=O)c1ccc(O)cc1O | 6.1 | -6.9

Arranged by molecular weight (highest first): part of the list above.
SMILES | TAG inh | TAG inh DAPI viability
Cc1noc(C)c1NC(=O)Nc1cccc2c1O[C@H](CN(C)S(=O)(=O)c1ccccc1)[C@@H](C)CN([C@H](C)CO)C2=O | 4.8 | -1.1
Cc1sc2nc(CN3CCOCC3)nc(N3CCN(S(=O)(=O)c4ccccc4)CC3)c2c1C | -9.7 | -4.5
CC(=O)Nc1cc(-c2ccc(C(=O)N3CCOCC3)cc2)cn2c(-c3ccc(C(C)=O)cc3)cnc12 | 1.5 | -3.1
C#CCN1C=C(C(=O)OCC)C(C)N(Cc2ccccc2I)S1(=O)=O (configuration not stated) | -0.1 | -17.7
O=C(CSc1nc(-c2ccccc2)nc2c1Cc1ccccc1O2)Nc1ccc(C(=O)O)cc1 | -1.9 | -7.3
CN(CC(=O)Nc1ccc(F)c(F)c1F)C(=O)CCCc1nc2ccccc2c(=O)[nH]1 | 11.6 | -2.0
CS(=O)(=O)c1ccc(NC(=O)C2CC(=O)N(c3ccc4c(c3)OCCO4)C2)cc1 (configuration not stated) | -9.5 | 2.8
Cn1c(N)c(C(=O)COC(=O)C2CC(=O)N(Cc3ccccc3)C2)c(=O)n(C)c1=O (configuration not stated) | 8.3 | 2.5
Cc1ccccc1C(=O)NCC(=O)OCC(=O)NNC(=O)c1ccccc1F | 8.1 | -0.2
CN(C)c1ccc(/C=N/NC(=O)c2ccc(NC(=O)c3ccccc3)cc2)cc1 | 0.9 | 13.8
Cc1onc(-c2ccccc2)c1C(=O)N=C(N)c1ccc(C(F)(F)F)cc1 | 1.7 | 5.2
CCOC(=O)c1cc(C(=O)Nc2sc3c(c2C#N)CCCC3)nn1C | 7.7 | 2.3
COC(=O)c1ccc2c(=O)[nH]c(CSc3nc(C)cs3)nc2c1 | 1.4 | 5.5
C/C(=N\NC(=O)Cc1c[nH]c2ccccc12)c1ccc2ccccc2c1 | 19.0 | -6.8
O=C(CSc1nc(-c2ccccc2)cs1)Nc1nccs1 | 23.1 | 3.3
O=C1CCCN1C(=O)CSc1nnnn1-c1cccc(F)c1 | -17.4 | 12.4
FC(F)C(F)(F)c1cc(-c2ccc(Cl)cc2)n[nH]1 | -11.4 | -0.6
CCCc1nn2c(-c3ccccc3)nnc2o1 | -7.1 | 5.9

The list goes on:
SMILES | TAG inh | TAG inh DAPI viability
Cn1c(=O)oc2cc(S(=O)(=O)N3CCCC(C(=O)NCc4ccc5c(c4)OCO5)C3)ccc21 (configuration not stated) | -10.7 | -2.5
CC(c1ccccc1)n1cnc2ccccc21 (configuration not stated) | 2.1 | -6.5
CCc1ccc2cccc3c2c1N=CN3C | 8.9 | -11.9
Cc1cc(-c2onc(C)c2C(=O)O)no1 | -0.6 | 2.9
CCN(CC(=O)NCc1cccs1)C(=O)c1cccc(S(=O)(=O)N2CCc3ccccc32)c1 | -30.0 | -3.8
O=C1CCC[C@@H]2Cc3[nH]c4c(Cl)ccc(Cl)c4c3[C@@H]3CCN1[C@H]23 | 2.8 | 4.2
COc1ccc(S(=O)(=O)N2CCOCC2)cc1NC(=O)c1ccc(SC)cc1OC | 16.7 | 1.8
Cn1c(=O)c2cc(NC(=S)NC3CCCCC3)ccc2n1-c1ccccc1 | 39.6 | 20.2
Cc1cccc(C)c1NC(=O)N1C2CCC1CC(O)(c1cccnc1)C2 (configuration not stated) | 2.5 | -2.0
O=C(COC(=O)c1ccc(S(=O)(=O)N2CCCCC2)cc1)Nc1ccccc1 | 10.6 | -10.4
Cc1ccc(NNC(=O)c2cc(C)on2)c(C)c1 | -1.4 | -7.9
Cn1nc(-c2ccc(S(N)(=O)=O)s2)cc1C(F)(F)F | 1.7 | -6.1
C=CCOC(=O)C1=C[C@@H](c2ccccc2)C[C@@H](OCc2ccc(CO)cc2)O1 | -75.0 | 2.0
Cc1cc(C)c(S(=O)(=O)c2ccccc2C)c(SCC(C)C)n1 | -37.1 | 2.7
COc1cccc(NC(=O)C2CCN(S(=O)(=O)c3ccc4c(c3)C(C)(C)C(=O)N4C)CC2)c1 | 13.1 | -2.1
COc1ccccc1N1CCN(C(=O)c2cc3c(-c4ccc(Cl)cc4)nn(C)c3s2)CC1 | 16.2 | 1.4
Cc1cc(NS(=O)(=O)c2ccc(NC(=O)c3ccc([N+](=O)[O-])s3)cc2)nc(C)n1 | -9.2 | 12.2
CCN(CC)CCNC(=O)c1ccc(NC(=O)C2CC(=O)N(CCc3ccc(OC)c(OC)c3)C2)cc1 (configuration not stated) | -24.9 | 0.0
CC(C)CNC(=O)c1cccc(NC(=O)c2ccccc2-c2ccccc2C(=O)O)c1 | 5.8 | 7.1
CCC(C)[C@H](NC(=O)NCc1ccc(Cl)cc1)C(=O)OC (some centres not stated) | -5.4 | -2.0
C#CCNC(=O)C1=C[C@@H](c2cn(C(C)=O)c3ccccc23)C[C@@H](OCc2ccc(CO)cc2)O1 | -28.5 | -15.7
O=C(O)c1cc(NN=C2CCN(Cc3ccccc3)CC2)ccc1Cl | -2.2 | 3.9
Cc1ccc(-c2cnc(C(O)c3ccc(Cl)cc3C)[nH]2)cc1 (configuration not stated) | 7.0 | -13.6
C=CC[C@H](CC(=O)N[C@H](CO)Cc1ccccc1)C(=O)N[C@@H](COC(=O)[C@H](CC=C)CC(=O)OC(C)(C)C)Cc1c[nH]c2ccccc12 | 6.6 | 2.5
S=c1[nH]nc(-c2ccco2)n1Cc1ccccc1 | 4.2 | -7.7
COc1ccccc1N1CCN(C(=O)CCc2ccc(S(=O)(=O)NC(C)C)cc2)CC1 | 14.5 | -8.4
COc1cccc(C(C(=O)NC2CCCCC2)N(C(=O)c2ccco2)c2ccc(-n3cnnn3)c(C)c2)c1 (configuration not stated) | -8.0 | -9.1
O=c1cc(-c2ccccc2)nc(SCc2ccccc2F)[nH]1 | 12.8 | 1.5
O=C1NN(c2ccc(F)c(Cl)c2)C(=O)/C1=C\c1cccc(OC(=O)c2cccs2)c1 | 1.2 | -17.5
CC=Cc1cc2c(c(=O)o1)C(=O)C(O)C(C)O2 (configuration not stated) | 9.2 | -8.7

Brought forward from above: two compounds; new compounds follow.
SMILES | TAG inh | TAG inh DAPI viability
O=C1NN(c2ccc(F)c(Cl)c2)C(=O)/C1=C\c1cccc(OC(=O)c2cccs2)c1 | 1.2 | -17.5
CC=Cc1cc2c(c(=O)o1)C(=O)C(O)C(C)O2 (configuration not stated) | 9.2 | -8.7
COC1(NC(=O)c2ccccc2)C(C)=CC(=O)C=C1C | -11.4 | -1.7
Cc1ccc(NC(=O)Nc2ccc3c(c2)OCO3)cc1F | -21.7 | 3.0
Cc1cc(-c2ccccc2)n2nc(C)c(C#N)c2n1 | 13.6 | 18.4
CC(NCc1ccc2c(c1)OCO2)C(=O)NC1CCCc2ccccc21 (configuration not stated) | 11.3 | -13.9
O=C(O)CN(c1ccccn1)S(=O)(=O)c1ccccc1 | -2.6 | -4.3
CCOC(=O)CN1C(=O)c2ccccc2C1=O | -39.1 | 0.9
CN(c1ccccc1C(=O)Nc1ccc2ccccc2c1)S(C)(=O)=O | 2.1 | -4.3
Cc1cc(C)c(S(=O)(=O)NCCCn2ccnc2)c(C)c1 | 3.6 | 6.9
CCOC(=O)CSc1nc2sc3c(c2c(=O)[nH]1)CC(C)(C)OC3 | 0.0 | -5.8
C#CCOCCOCCOCCNc1nc(N2CCN(C(=O)[C@H](CCCCN)n3cc([C@@H](N)[C@H](C)CC)nn3)CC2)nc(N2CCN(C(=O)[C@H](CCC(=O)O)n3cc([C@@H](N)CCSC)nn3)CC2)n1 | -3.0 | 7.7
O=C1/C(=C/c2ccccn2)SC(=S)N1N1CCOCC1 | -1.0 | 8.6
O=C(O)CC1(CC(=O)O)Nc2ccccc2SC1=O | 3.2 | 6.3

Bioassay records as filed in PubChem BioAssay.
